KB-3-1 tox: KB-3-1 parental cell cytotoxicity | KB-3-1 viability, CellTiter-Glo ATP luminescence, 72 h | Potency, µM (series often up to 46.1 µM), for the others: at the top dose activity change, negative = cytotoxic, usual class: cytotoxic | 400,000 compounds, 1.4% hits; also: potency is read from the fitted curve at half-maximal effect; % is scaled to controls: 0 for no effect and ±100 for the full control effect; nearly all actives have a fitted effect of over 60% in size
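Using CellTiter-Glo luminescence, growth of non-resistant KB-3-1 adenocarcinoma cells is assessed 72 h after pin-tool compound addition at 37 °C. Normalized responses across the concentration series yield fitted curves.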
IL-1B inflam inh: inhibitors of inflammasome signaling (IL-1 beta secretion). THP-1 LPS/ATP IL-1B secretion, AlphaLISA, 16 h; hits give low values. activity change, % at 57.5 µM. 360,000 compounds, 4.7% hits; in the data active = activity change below about -50%; inconclusive = mostly about -30% to -49%; also: % is scaled to controls: 0 for no effect and ±100 for the full control effect
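Secreted IL-1B measured by AlphaLISA bead assay after 16 h compound exposure of THP-1 cells; compounds (final up to 57.5 uM) added 1 h before LPS (250 ng/mL) and ATP (1.25 mM) stimulation; lower signal means less secretion.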
ATXN viability: viability counter-screen for ATXN expression inhibitors | S2 cells (HEK-293 line with an ATXN2-luciferase reporter) viability, CellTiter-Fluor protease fluorescence, 24 h | Potency, µM (doses to about 56.7 µM), hits mostly cytotoxic | 400,000 compounds, 0.49% hits | AID 651635; also: potency is read from the fitted curve at half-maximal effect; nearly all actives have a fitted effect of over 40% in size
HT1080 IDH1KD tx: kills HT-1080 cells with IDH1 knockdown. Potency, µM (titrated, usually from 46.1 µM), inactives show top-dose activity, negative = toxicity, hits mostly cytotoxic. HT-1080 IDH1 knockdown viability, ATP luminescence, 48 h. 360,000 compounds, 2% hits;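 also: potency is read from the fitted curve at half-maximal effect; 0% = DMSO wells and -100% = cell-free medium wells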
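IDH1KD HT-1080 cells, 750/well, RPMI + 5% FBS; compound pinned after 2 h settling; 48 h, 37 °C; CellTiter-Glo luminescence; % activity normalised to DMSO and no-cell wells; curves fitted, classed by r2 and efficacy.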
SW480 rerep: inducers of DNA re-replication in SW480 colon cancer cells; SW480 DNA re-replication, Hoechst DNA content imaging, 48 h; Potency, µM (titrated, usually from 46.1 µM), inactives show at the top dose re-replication activation, most hits filed as activators; 340,000 compounds, 1.8% hits; also: potency is read from the fitted curve at half-maximal effect; % of control where 0% means no effect; nearly all actives have a fitted effect of over 55% in size
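DNA re-replication was detected as more nuclei of elevated Hoechst intensity after 48 hr exposure to compound (23 nL pinned per well of 250 cells).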
ATXN2 expr inh: reduces ATXN2 reporter expression in HEK-293 cells; HEK-293 ATXN2-luciferase reporter, luminescence, 24 h; Potency, µM (series often up to 57 µM), without a hit: at the highest dose activity change, negative = inhibition, actives largely listed as inhibitors; 360,000 compounds, 0.72% hits; also: potency is read from the fitted curve at half-maximal effect; % is scaled to controls: 0 for no effect and ±100 for the full control effect; nearly all actives have a fitted effect of over 55% in size
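qHTS (up to 57 uM final) was run with 24 h compound exposure of reporter cells at 37 °C. Each well was multiplexed: SteadyGlo luminescence measured ATXN2-luciferase expression after a fluorogenic Gly-Phe-AFC viability readout (25 uM final).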
KB-V1 cytotox: kills drug-selected multidrug resistant KB-V1 cells; KB-V1 MDR cells viability, CellTiter-Glo, 72 h; 400,000 compounds, 3.4% hits; Potency, µM (doses to about 46.1 µM), for the others: top-dose activity change, negative = cytotoxicity, usual class: cytotoxic; also: potency is read from the fitted curve at half-maximal effect; % is scaled to controls: 0 for no effect and ±100 for the full control effect; nearly all actives have a fitted effect of over 60% in size
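KB-V1 cells (P-gp-expressing MDR subline of KB-3-1) in phenol-red-free DMEM with 10% FBS were exposed to library compounds over a concentration series for 72 h at 37 degrees C. Viability read by CellTiter-Glo luminescence; concentration-effect curves fitted after normalization.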
MCF10A rerep: induces DNA re-replication in MCF 10a normal breast cells. MCF 10A DNA re-replication, Hoechst nuclear intensity, 48 h. Potency, µM (highest dose often 46.1 µM), for the others: at the highest dose activity, positive = re-replication, actives largely listed as activators. 350,000 compounds, 2.9% hits; also: potency is read from the fitted curve at half-maximal effect; % of control where 0% means no effect; nearly all actives have a fitted effect of over 50% in size
HT1080NT lethal: kills 2HG-producing HT-1080-NT fibrosarcoma cells. HT-1080-NT fibrosarcoma viability, CellTiter-Glo ATP luminescence, 48 h. Potency, µM (doses to about 46.1 µM), for inactives: at the top dose activity, negative = less viability, most hits filed as cytotoxic. 360,000 compounds, 1.6% hits;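 also: NT is the 2HG producing partner of a matched IDH1 knockdown line; potency is read from the fitted curve at half-maximal effect; 0% = DMSO-treated cells and -100% = media-only wells without cells; nearly all actives have a fitted effect of over 55% in size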
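HT-1080-NT; 750 cells/well; 5% FBS RPMI; 48 h compound, 37 degrees C; CellTiter-Glo luminescence; curve fitting and curve-class assignment.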
The depositor's hits bear a star; i = inactive; ? = inconclusive; / = no result given; [ ] = dose if it differs, or a comment. Unless noted, calls follow the shape of the dose curve; as a rule, active = well fitted curve in the direction sought with a large enough effect; inconclusive = small, poorly fitted or top-dose-only effect, or another doubt; inactive = no such curve, though single readings can be large; an effect the other way counts as inactive or inconclusive.

SMILES	KB-3-1 tox	IL-1B inflam inh	ATXN viability	HT1080 IDH1KD tx	SW480 rerep	ATXN2 expr inh	KB-V1 cytotox	MCF10A rerep	HT1080NT lethal
COc1ccc(CN(CC(O)COc2cccc3[nH]cc(C)c23)C(C)(C)C)cc1 (stereo not drawn)	-8%	-15	i	-10%	12%	/	-21%	?	-7%
O=c1c2ccccc2cnn1CCOc1cccc(Br)c1	-6%	6	i	12%	0%	16%	?	14%	17%
CN(C(=O)COC(=O)c1cc(S(=O)(=O)N(C)C)ccc1Cl)C1CCS(=O)(=O)C1 (stereo not drawn)	11%	6	i	10%	2%	9%	18%	-2%	3%
CCOC(=O)N1CCN(c2cc(C)c([N+](=O)[O-])cc2F)CC1	-9%	0	i	3%	-31%[inhibitor]	-20%	?	4%	0%
COc1cccc(CN(C)C(=O)CCNC(=O)c2ccc(Br)cc2)c1	/	-14	i	-2%	4%	9%	/	?	-2%
Cc1cccc(Cc2c(C)nc3c(C(=O)NCc4ccco4)cnn3c2C)c1	0%	-78*	i	?	?	-33%	-17%	?	?
CCn1c(N2CCN(C(=O)NC3CCCCC3)CC2)nc2ccccc21	17%	0	?	10%	-3%	-3%	-26%	0%	28%
O=C(c1cccc(S(=O)(=O)N2CCc3ccccc32)c1)N1CCCC(C(F)(F)F)C1 (stereo not drawn)	-25%	16	i	-4%	-5%	-13%	?	?	-12%
Cc1cc(C(=O)OCC(=O)Nc2ccccc2Cl)c(C)o1	8%	0	?	15%	-4%	13%	?	-4%	13%
CCOC(=O)c1nnn(-c2nonc2N)c1COc1ccccc1	?	45	i	1%	6%	-1%	1%	-1%	6%
Cc1[nH]nc2c1/C(=N/O)CC(c1ccccc1)C2 (stereo not drawn)	-9%	-6	/	0%	-18%	/	-22%	2%	0%
Cc1ccc(NC(=O)COC(=O)Cc2csc(-c3ccc(Cl)cc3)n2)cc1C	6%	30	?	-2%	-5%	1%	31%	3%	8%
C/C(CC(=O)Nc1ccc2c(c1)OCCO2)=N\NC(=O)COc1cccc(C)c1	15%	15	i	-10%	-6%	-12%	6%	-1%	2%
COc1cc(C(=O)Nc2ccc(Cl)c([N+](=O)[O-])c2)cc(OC)c1OC	-3%	-20	i	?	-7%	-19%	-16%	?	-24%
CC(=O)Nc1ccc(S(=O)(=O)NCc2ccc(C(=O)NCCN(C)Cc3ccccc3)cc2)cc1	6%	-8	i	-10%	/	2%	-7%	/	-15%
COc1ccc(-c2cc3cc(OC)c(OC)cc3c(C)n2)cc1	0%	-2	i	-14%	-5%	20%	-16%	-3%	-13%
CC(C(=O)Nc1ccccc1C(=O)N1CCOCC1)N(c1ccc(Cl)cc1)S(C)(=O)=O (stereo not drawn)	2%	7	i	7%	-16%	-27%	?	-6%[9.22 µM]	11%
Cc1ccc(C(CC(=O)NCCCN(C)C)c2ccc(OC(C)C)cc2)cc1 (stereo not drawn)	0%	-7	i	?	-85%[inhibitor]	-5%	2%	?	?
O=C(COc1ccc(F)cc1)Nc1ccc(S(=O)(=O)N(Cc2ccccc2)c2ccccc2)cc1	?	/	i	/	/	-16%	-21%	/	/
CCNc1nnc(SCC(=O)N2c3ccccc3NC(=O)CC2C)s1 (stereo not drawn)	-6%	18	i	-2%	-10%	3%	-9%	-4%	-3%
CC1(C)N=C(N)N=C(N)N1c1ccc(OCCCOc2ccccc2)c(Cl)c1	?	?	i	2.1µM*	5%	/	-14%	?	?
O=C([C@@H]1CCCN1C(=O)c1cccs1)N1CCN(S(=O)(=O)c2cccc(F)c2)CC1	0%	8	i	0%	-10%	3%	-4%	-8%	4%
COc1cccc(CN2CCN(Cc3cc(OC)c(OC)c(OC)c3)CC2)c1OC	11%	23	i	7%	0%	-7%	?	7%	1%
CCN(CC)C(=O)CSc1nnc(-n2nc(C)cc2C)c2ccccc12	0%	0	i	3%	-9%	2%	13µM*	-6%	0%
COc1ccccc1C(=O)NC(=O)CSc1nnc(SC)s1	8%	13	i	2%	-4%	8%	0%	-3%	6%
O=C1CC(/C=C/c2ccncc2)=Nc2ccccc2N1	?	/	?	?	16µM*	20%[11.3 µM]	?	?	?
COC(=O)c1ccc2c(c1)N(Cc1ccccc1F)C(=O)c1ccccc1S2=O (stereo not drawn)	-7%	12	i	-2%	2%	-15%	?	-2%	0%
Cc1ccc(C)n1-c1nnc(N2CCC(C(=O)NCCCN3CC(C)CC(C)C3)CC2)s1 (stereo not drawn)	-6%	0	i	-16%	17%	-12%	27%	1%	-7%
COc1cnc(SCC(=O)O)[nH]c1=O	2%	12	i	2%	4%	-4%	-12%	13%	2%
CN(c1ccccc1)S(=O)(=O)c1cccc(NC(=O)CSc2nnc(N)s2)c1	?	-3	i	-5%	-10%	23%	?	-5%	0%
CNC(=S)NN=C(C)CCCC(C)=NNC(=S)NC	?	-105*	?	20%	0.41µM*	11µM*	-14%	1%	11%
Cc1ccc2cc3cc(C(=O)NCCCN4CC(C)CC(C)C4)oc3nc2c1 (stereo not drawn)	-27%	?	i	-4%	1%	-14%	2%	1%	-8%
O=C(CS(=O)(=O)Cc1ccccc1)N1CCc2ccccc21	10%	15	i	-8%	0%	25%	0%	-2%	-7%
Cc1sc2nc(SCC(=O)c3cc(C)n(CC4CCCO4)c3C)n(C(C)C)c(=O)c2c1C (stereo not drawn)	6%	58	?	-1%	-1%	-9%	?	16%	4%
CN1CCC(=C(c2ccccc2)c2ccc(Br)cc2)CC1	-2%	-27	?	-1%	-3%	/	?	22%	-4%
COc1ccc(CC(=O)Nc2ccc(/C(C)=N\NC(=O)c3ccc(Br)o3)cc2)cc1	13%	i	?	-2%	-11%	2%	-15%	?	5%
CCN(CC)CCOC(=O)c1ccccc1Br	-8%	-2	i	1%	0%	4%	0%	1%	7%
CC(C)NC(=O)C1(C)CN(S(C)(=O)=O)CC(=O)N1Cc1ccco1 (stereo not drawn)	9%	0	/	27%	/	/	10%	/	19%
Cc1ccc(CNC(=O)C2C3C=CC4(CN(Cc5cccnc5)C(=O)C24)O3)cc1 (stereo not drawn)	0%	-2	i	14%	1%	1%	3%	-1%	15%
Cc1ccc(-c2cc(C(=O)NCCN3CCOCC3)c3ccccc3n2)o1	1%	-6	i	1%	?	3%	?	0%	-2%
Nc1nc(-c2ccccc2)c(CC(=O)O)s1	5%	-1	i	1%	/	/	17%	/	3%
Cc1ccnc2nc(C(=O)N3CCN(S(=O)(=O)c4ccccc4)CC3)nn12	0%	35	i	-1%	-5%	-13%	20%	8%	-2%
O=C(NCC1CC1)c1cc([N+](=O)[O-])cc([N+](=O)[O-])c1	-10%	64	i	4%	-1%	16%	?	-18%	-2%
CC(=O)Nc1ccc(NC(=O)C2Cc3ccccc3N2C(=O)c2ccccc2)cc1 (stereo not drawn)	17%	/	i	/	/	4%	1%	/	/
O=C(c1cc(=O)c2cc(Cl)ccc2o1)N1CCN(Cc2ccccc2)CC1	-5%	16	i	0%	0%	2%	-11%	2%	-9%

Some entries already given, reduced to ATXN viability, IL-1B inflam inh and SW480 rerep.
SMILES | ATXN viability | IL-1B inflam inh | SW480 rerep
CCN(CC)CCOC(=O)c1ccccc1Br | i | -2 | 0%
COc1ccc(CC(=O)Nc2ccc(/C(C)=N\NC(=O)c3ccc(Br)o3)cc2)cc1 | ? | i | -11%
Cc1ccc(-c2cc(C(=O)NCCN3CCOCC3)c3ccccc3n2)o1 | i | -6 | ?

Other records.
SMILES	KB-3-1 tox	IL-1B inflam inh	ATXN viability	HT1080 IDH1KD tx	SW480 rerep	ATXN2 expr inh	KB-V1 cytotox	MCF10A rerep	HT1080NT lethal
O=C(OCc1ccccc1)N1CCC2CC1c1cc(N3CCN(S(=O)(=O)c4cccc5ccccc45)CC3)ccc12 (stereo not drawn)	0%	45	i	16%	/	7%	22%	/	19%
c1ccc2nc(N3CCOCC3)cnc2c1	40%	13	i	7%	-8%[9.22 µM]	19%	-2%	8%	19%
CCN1C[C@@H]2[C@@H]3C(=O)N(C)C(=O)[C@@H]3[C@](C)(C1=O)N2C(=O)c1ccc(F)cc1	5%	9	i	17%	-12%	6%	-5%	7%	7%
O=C(O)C1Cc2[nH]cnc2C(c2cccc([N+](=O)[O-])c2)N1 (stereo not drawn)	-13%	-3	i	-1%	17%	/	3%	0%	0%
CC1CCN(C(=O)COc2ccc(Nc3ccccc3)cc2)CC1	-1%	-11	i	-3%	11%	-23%	?	?	0%
Cc1ccc(-c2[nH]ncc2/C=N/n2c(C)nc3ccccc3c2=O)cc1	-1%	/	i	-1%	-7%	-5%	-27%	?	-11%
O=C(O)/C(=C\c1ccccc1OC(F)F)Sc1nnc(-c2ccc(F)cc2)o1	-2%	-24	i	-23%	?	-16%	29%	3%	0%
O=C(OCc1ccccc1)N1CCC2CC1c1cc(-c3ccccc3)ccc12 (stereo not drawn)	0%	2	i	5%	1%	71%[activator]	0%	?	0%
O=C(NCc1ccco1)Nc1ccc(OC(F)(F)F)cc1	3%	-8	i	13%	13%	/	6%	1%	0%
COc1cccc(C2=CC(=O)CC(C)(C)C2)c1	24%	13	i	8%	0%	31%[activator]	17%	0%	9%
COc1ccccc1-n1nc(C)c(-c2ccccc2)c1N	?	11	i	3%	1%	1%	?	4%	7%
CC1(C)NC(=O)N(CC(=O)OCC(=O)N2CCN(S(=O)(=O)c3ccccc3)CC2)C1=O	-8%	10	i	8%	1%	4%	-3%	3%	7%
Brc1ccc(-c2nnc(-c3cccnc3)c3conc23)cc1	13%	4	i	11%	-10%	4%	1%	-1%	21%
COc1ccc([C@H]2CC(=O)C=C(c3cc(C)ccc3F)C2)cc1	1%	-5	i	-2%	-8%	-12%	-12%	?	4%
